Bim-Bcl-2: inhibitors of Bim-Bcl-2 binding, primary screen, biochemical, multiplexed, human Bcl-2 family; Bead-based flow cytometry, Bim peptide-Bcl-2 binding; inhibition, % at 10 µM; 190,000 tested, 0.06% active; in the data active means inhibition above about 40%; inconclusive means no clear call, values can overlap the other calls;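 further: 0% = no compound wells with probe peptide and 100% = reference peptide inhibitor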
Target sequence (P10415 whole entry, looked up): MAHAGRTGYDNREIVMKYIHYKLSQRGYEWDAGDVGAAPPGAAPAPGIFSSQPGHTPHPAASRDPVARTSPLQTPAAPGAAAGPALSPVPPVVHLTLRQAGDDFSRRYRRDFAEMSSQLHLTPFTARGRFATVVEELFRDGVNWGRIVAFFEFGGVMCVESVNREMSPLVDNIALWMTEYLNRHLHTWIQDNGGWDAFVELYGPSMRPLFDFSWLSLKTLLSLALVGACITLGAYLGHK
Mcl1-Noxa inh: Mcl-1/Noxa binding inhibitors, primary screen, biochemical, TR-FRET, 1536-well | 220,000 tested, 1.5% active | AID 1022, 2008 | TR-FRET Mcl-1/Noxa peptide binding, 2 h | inhibition, % at 21.7 µM;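 active means compounds that cut the protein-peptide binding signal by more than 50% relative to plate controls in a single-dose test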;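 further: His-tagged Mcl-1 with rhodamine Noxa BH3 peptide and terbium anti-His antibody; 0% = Mcl-1 plus Noxa peptide wells and 100% = peptide-only wells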
Target sequence (Q07820 whole entry, looked up): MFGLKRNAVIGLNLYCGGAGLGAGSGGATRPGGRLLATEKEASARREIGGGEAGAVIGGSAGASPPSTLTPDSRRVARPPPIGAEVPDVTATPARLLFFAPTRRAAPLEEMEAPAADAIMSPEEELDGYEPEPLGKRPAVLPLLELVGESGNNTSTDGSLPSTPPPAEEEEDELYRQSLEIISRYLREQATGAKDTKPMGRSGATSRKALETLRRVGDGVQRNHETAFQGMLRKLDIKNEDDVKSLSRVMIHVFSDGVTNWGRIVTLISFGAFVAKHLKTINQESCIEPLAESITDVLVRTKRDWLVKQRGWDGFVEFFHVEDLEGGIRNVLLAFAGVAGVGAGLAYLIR
Bim-Bcl-W: inhibitors of Bim binding to Bcl-W, primary screen, biochemical, multiplexed, bead-based flow cytometry. Bcl-2-like protein 2 (Homo sapiens), Q92843. Bim peptide-Bcl-W binding. inhibition, % at 10 µM. 190,000 tested, 0.02% active. AID 952, 2007;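 further: 0% = bound tracer without compound and 100% = peptide blocker; higher means less fluorescent Bim peptide bound to Bcl-W beads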
RGS7-Gao: RGS7-Galphao binding modulators, primary screen, biochemical, multiplexed bead flow cytometry; binding response (% of control), % at 10 µM; 220,000 tested, 0.35% active; actives lie on both sides; Guanine nucleotide-binding protein G(o) subunit alpha (Homo sapiens), P09471; in the data active means binding response below about 49% or above about 150%; inconclusive means no clear call, values can overlap the other calls; inactive means in between;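 further: fluorescent Galphao held in activated GDP-AlF4 state binding bead-coupled RGS7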
Bcl-B Bim block: inhibitors of Bim-Bcl-B binding, primary screen, biochemical, multiplexed, human Bcl-2 family | Bcl-2-like protein 10 (Homo sapiens), Q9HD36 | bead-based flow cytometry, Bim peptide-Bcl-B binding | inhibition, % at 10 µM | 190,000 tested, 0.073% active;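 further: 0% = tracer peptide without compound and 100% = reference inhibitor peptide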
Target sequence (Q9HD36 whole entry, looked up): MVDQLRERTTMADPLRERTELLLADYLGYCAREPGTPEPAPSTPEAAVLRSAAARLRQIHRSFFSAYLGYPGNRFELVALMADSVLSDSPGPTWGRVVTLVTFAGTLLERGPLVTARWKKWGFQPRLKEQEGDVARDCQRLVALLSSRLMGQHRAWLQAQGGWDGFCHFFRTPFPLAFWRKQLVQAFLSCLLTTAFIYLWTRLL
Mcl-1 Bim block: inhibitors of Bim peptide binding to Mcl-1, primary screen, biochemical, bead-based flow cytometry, multiplex. Bim peptide-Mcl-1 binding. inhibition, % at 10 µM. 190,000 tested, 0.1% active. AID 1009, 2008;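 further: 0% = no compound tracer wells and 100% = peptide blocker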
RGS4-Gao reg: modulators of RGS4 binding to Galphao, primary screen, biochemical, multiplexed bead flow cytometry; Guanine nucleotide-binding protein G(o) subunit alpha (Homo sapiens), P09471; actives lie on both sides; binding response (% of control), % at 10 µM; 220,000 tested, 0.33% active; AID 1415, 2008; in the data active means binding response below about 49% or above about 150%; inactive means in between;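 further: fluorescent Galphao activated with aluminum fluoride binding bead-coupled RGS4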
Bcl-XL Bim block: inhibitors of Bim-Bcl-XL binding, primary screen, biochemical, multiplexed, bead flow cytometry, human Bcl-XL; Bim peptide-Bcl-XL binding, fluorescence; inhibition, % at 10 µM; 190,000 tested, 0.04% active; AID 1007, 2008
Target sequence (Q07817 whole entry, looked up): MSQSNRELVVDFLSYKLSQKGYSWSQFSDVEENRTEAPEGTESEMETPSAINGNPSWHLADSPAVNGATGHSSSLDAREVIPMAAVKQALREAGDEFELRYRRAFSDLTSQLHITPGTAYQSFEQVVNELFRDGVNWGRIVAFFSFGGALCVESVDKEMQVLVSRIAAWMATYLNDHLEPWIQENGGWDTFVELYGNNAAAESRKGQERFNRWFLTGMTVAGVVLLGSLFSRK
Mcl1-Bid inh: Mcl-1/Bid binding inhibitors, primary screen, biochemical, TR-FRET, 1536-well; Induced myeloid leukemia cell differentiation protein Mcl-1 (Homo sapiens), Q07820; TR-FRET Mcl-1/Bid-Dy647 peptide binding; inhibition, % at 21.7 µM; 220,000 tested, 0.97% active; AID 1021, 2008;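 active means compounds that cut the binding signal by more than half at the single screening dose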;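 further: His-tagged Mcl-1 with europium anti-His antibody binding Bid BH3 peptide; 0% = Mcl-1 plus peptide wells and 100% = peptide-only wells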
RGS8-Gao: RGS8-Galphao binding modulators, primary screen, biochemical, multiplexed bead flow cytometry | AID 1423, 2008 | actives lie on both sides | response (percent of control binding), % at 10 µM | 220,000 tested, 0.34% active | Guanine nucleotide-binding protein G(o) subunit alpha (Homo sapiens), P09471; in the data active means response below about 60% or above about 140%; inactive means in between;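 further: Galphao activated as the GDP aluminium fluoride complex binding bead-coupled RGS8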
Bfl-1 Bim block: inhibitors of Bim binding to Bfl-1, primary screen, biochemical, multiplexed, bead-based flow cytometry; AID 1008, 2008; Bim-Bfl-1 binding inhibition; 190,000 tested, 0.12% active; Bcl-2-related protein A1 (Homo sapiens), Q16548; inhibition, % at 10 µM;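 further: 0% = wells without compound plus tracer and 100% = blocker peptide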
* = called active by the depositor; ? = inconclusive; . = no result given. Unless noted, no stated cut-off is given here; in the data, active means inhibition above about 40%.

molecule,Bim-Bcl-2,Mcl1-Noxa inh,Bim-Bcl-W,RGS7-Gao,Bcl-B Bim block,Mcl-1 Bim block,RGS4-Gao reg,Bcl-XL Bim block,Mcl1-Bid inh,RGS8-Gao,Bfl-1 Bim block
COC(=O)C1(Cc2ccc(O)c(CC3OC3(C)C)c2)OC(=O)C(O)=C1c1ccc(O)cc1 (centres undefined),.,21,.,?,.,.,98,.,-97,97,.
[O-]/C(=C(\C(=S)Nc1ccc(SC(F)F)cc1)[n+]1cccc(CO)c1)c1ccc(Cl)s1,5,13,0,103,-25,0,101,-2,-15,99,10
O=C1CN(C(=O)COC(=O)c2cnc(Cl)c(Cl)c2)c2ccccc2N1,-4,-10,-3,101,-3,0,100,-3,-2,106,-7
CC12COC3(C(=O)Nc4ccc5ccccc5c4)CC1CCC32C (centres undefined),0,10,-1,108,-1,4,106,-1,-30,104,-2
CN1CCN(c2nc(-c3ccncc3)nc3ccccc23)CC1,-1,28,0,103,0,0,104,0,-1,102,1
CN1CCN(CCc2nc3cc(NC(=O)COc4ccccc4)ccc3n2C)CC1,-9,8,-6,120,-12,-8,121,-11,-23,120,-12
CC(C)c1ccc(NC(=S)NN2C(C)CCCC2C)cc1 (centres undefined),0,8,2,96,1,-5,97,1,34,102,5
C(#CC1CCCCC1)c1ccc2c(c1)COc1c3ccccc3nn1-2,.,-7,.,?,.,.,107,.,-39,105,.
Cc1cc([N+](=O)[O-])nn1CCCC(=O)Nc1sc2c(c1C(N)=O)CCC(C)C2 (centres undefined),-4,19,-6,107,-11,-6,104,-6,-26,102,-1
Cc1cc(-c2nc3ncccc3o2)ccc1NC(=S)NC(=O)C(C)C,-10,5,-5,?,-11,-1,101,-6,-19,103,-5
CN(C)c1ccc(N2CN=C3SCC(=O)N3C2)cc1,4,6,9,84,-21,2,95,-5,-48,76,19
NC(=O)C1(N2CCCCC2)CCN(C(=S)Nc2ccc(Cl)cc2)CC1,-3,0,2,108,0,-6,105,1,-51,129,0
CCOc1ccc(NC(=O)C2CC(=O)NC(N3CCc4ccccc43)=N2)cc1 (centres undefined),-10,1,-1,93,-6,0,100,-9,-26,101,-16
COC(=O)Nc1nc(-c2cc(Cl)ccc2Cl)cs1,3,-3,0,?,1,0,104,-1,-21,103,8
FC(F)(F)c1ccccc1/C=N/N1CCN(Cc2ccccc2)CC1,0,19,-3,93,-8,-3,94,-7,-48,96,-1
CCOC(=O)C(Sc1ncc(C#N)c(N)n1)C(C)C (centres undefined),-6,21,2,104,-16,-1,93,-2,-58,93,3
CC(C)(C)C1CCC(=NNC(=S)Nc2cccnc2)CC1 (centres undefined),-3,-26,-6,?,-13,0,96,-4,-67,98,-6
Nc1nc(-c2ccc([N+](=O)[O-])cc2)cs1,-6,24,-7,90,-10,-4,96,-6,-8,89,-6
Cc1cc(C)c2c(n1)sc1c(N3CCN(CCO)CC3)ncnc12,0,12,2,108,1,0,105,2,-9,112,1
COc1ccc2c(c1)CCc1c(C(=O)NCC(C)C)noc1-2,-3,6,0,98,-1,9,100,-1,-25,98,-5
CC(=O)c1c(N(C)C)ccnc1C(F)(F)F,-6,6,0,99,-4,-1,99,-1,-9,101,-12
C[C@@H]1O[C@@H](OC[C@H]2O[C@@H](Oc3c(-c4ccc(O)c(O)c4)oc4cc(O)cc(O)c4c3=O)[C@H](O)[C@@H](O)[C@@H]2O)[C@H](O)[C@H](O)[C@H]1O,-1,32,4,96,-2,5,104,4,-2,97,0
CN(C)S(=O)(=O)c1cccc(NC(=S)NCCCn2ccnc2)c1,-4,2,-2,98,-7,-5,98,-5,-33,101,-7
COc1ccc(S(=O)(=O)N(C(C)=O)c2ccc3oc(=O)sc3c2)cc1,-7,7,-6,100,-26,-5,100,-16,-22,101,-6
COc1ccc(Sc2nc(-c3ccccc3)ncc2C(=O)O)cc1,-4,8,0,101,1,1,100,1,-12,98,-3
c1ccc(-n2nnnc2Sc2ncnc3sc4c(c23)CCCC4)cc1,-2,8,-2,102,-4,0,98,-3,-17,117,-11
Cc1nn(Cc2ccccc2Cl)c(C)c1N,-5,-7,-4,98,-3,-8,98,-4,-36,100,-1
CC(=O)N(C)c1nnc(-c2ccccn2)s1,1,-4,0,102,-4,0,104,-3,1,100,0
CCc1nnc(NC(=O)C2CCCN2S(=O)(=O)c2ccc(F)cc2)s1 (centres undefined),1,6,-1,100,-1,-2,100,-2,-31,97,-2
O=C(c1cc(S(=O)(=O)N2CCCCC2)c(Cl)cc1N1CCOCC1)N1CCOCC1,0,12,0,96,0,0,99,-1,-27,97,0
CC(C)CC(C(=O)NCC1CCCO1)N(C(=O)Cn1nnc(-c2ccc(F)cc2)n1)c1cccc(C(F)(F)F)c1 (centres undefined),-14,.,1,107,-7,-5,103,6,-32,104,-15
COc1ccccc1NC(=O)CSc1nnc(Cn2cnc3ccccc32)o1,-4,8,-3,101,-4,-3,102,-5,-30,102,-7
Cc1nnc(N2C(=O)C(O)=C(C(=O)c3ccco3)C2c2ccc(C(C)(C)C)cc2)s1 (centres undefined),0,3,0,98,0,0,93,-4,-19,101,1
c1ccc(Nc2c(-c3ccco3)nc3ccccn23)cc1,4,17,-3,94,-5,-4,95,-6,-40,99,1
CC(C)n1c(SCC(=O)Nc2ccccc2N2CCOCC2)nc2c1c(=O)n(C)c(=O)n2C,-13,2,0,103,1,-1,102,0,1,105,6
COc1cc(C(=O)OCCCN=C2NS(=O)(=O)c3ccccc32)cc(OC)c1OC,0,9,-3,104,-4,-5,104,1,0,102,0
CNc1[nH]ncc1[N+](=O)[O-],-7,-8,0,103,-3,0,104,-3,-11,107,-10
COc1ccc(CN(Cc2cc3cccc(C)c3[nH]c2=O)C(=O)N(C)C)cc1,-1,-10,1,94,2,2,99,0,-5,95,0
CC(C)c1ccc(S(=O)(=O)/N=C2/C=CC(=O)c3ccccc32)cc1,6,78*,9,98,-16,0,100,1,0,89,42*
CC(=O)c1ccc(N2CCN(C(=O)c3ccc(OCc4c(C)noc4C)cc3)CC2)cc1,1,8,-1,100,1,0,97,0,-1,100,0
CCOC(=O)N/N=C/c1ccc(C)o1,-4,-13,-1,99,-2,-1,100,-1,-26,100,-1
COc1ccccc1N1CCN(C(=O)c2ccc3nc(-c4ccco4)c(-c4ccco4)nc3c2)CC1,12,63*,0,92,-6,-5,91,-2,-45,98,13
Cc1ccccc1NP(=O)(c1ccccc1)c1nc2ccccc2s1 (centres undefined),-1,6,-2,?,-9,-1,100,0,-25,102,-1
CC(NC(=O)Nc1ccc(Cl)c(Cl)c1)C(c1ccccc1)N1CCOCC1 (centres undefined),-7,1,-1,98,-8,-1,100,-4,3,101,-17
CCN(CC)c1ccc(/C=N/N2CCN(Cc3ccc(C)cc3C)CC2)c(O)c1,-6,5,-4,99,-4,-3,102,-8,-70,99,-3
Cn1c(SCC(=O)N2CCOCC2)nnc1-c1cnccn1,-2,4,-1,100,0,-1,96,-3,-17,100,-2
Cn1cnc2cc(NCc3cccs3)ccc21,0,2,0,103,0,1,103,0,-26,103,-2
C/C(N=Nc1nc2ccccc2s1)=N\Nc1ccccc1O,.,-123,.,?,.,.,99,.,-56,98,.
Cc1ccc(C)c2[nH]c(=O)c(CCNC(=O)c3ccco3)cc12,0,3,1,98,-4,0,103,-3,-10,106,-3
CCCOc1ccc(C(CC(=O)O)NC(=O)c2ccc3c(c2)OCO3)cc1 (centres undefined),-10,12,-2,104,-8,-5,103,-10,3,102,-19

Next part.
molecule,Bim-Bcl-2,Mcl1-Noxa inh,Bim-Bcl-W,RGS7-Gao,Bcl-B Bim block,Mcl-1 Bim block,RGS4-Gao reg,Bcl-XL Bim block,Mcl1-Bid inh,RGS8-Gao,Bfl-1 Bim block
NCC(=O)NCC(=O)OCc1ccccc1,1,17,2,99,-2,0,96,-2,9,100,3
Cc1cc(C)n(-c2cc(N3CCN(S(=O)(=O)c4ccc5ccccc5c4)CC3)ccc2[N+](=O)[O-])n1,0,.,0,105,1,4,106,10,-23,103,1
CCN(CC)c1ccc(/C=C2\C(=O)c3ccc(C(=O)O)cc3C2=O)cc1,?,45,.,95,.,.,97,.,-18,98,.
CC(=O)c1ccc(NC(=S)N2CC(C)CC(C)C2)cc1 (centres undefined),-3,2,-1,98,-4,1,100,-3,-47,100,-5
COC(=O)c1ccc(-n2nnnc2SCC(=O)Nc2ccccc2OC)cc1,-2,-31,0,105,-8,2,104,-1,19,104,-15
Cc1nn(CC(=O)O)c(C)c1C,0,6,-2,101,-1,0,101,2,-14,100,1
Cc1cc(NC(=O)CSc2ccc(Cl)cc2)no1,-7,13,0,102,-7,-2,99,-3,7,98,-7
Cc1c(O)cc2n(c1=O)-c1ccccc1C2(C)C,4,10,11,103,-7,33,103,16,-18,106,14
CCOC(=O)N1CCN(C(=O)Nc2ccccc2Cl)CC1,0,-4,0,96,-2,1,101,0,-16,102,-4
CCCCn1nc(C(=O)Nc2ccc(S(=O)(=O)Nc3ncccn3)cc2)c2ccccc2c1=O,0,10,0,100,-2,-2,101,-2,1,98,-3
Cc1c(CN(C)C(=O)c2ccc(Br)o2)cnn1C,10,11,-4,95,-7,1,96,-11,-10,97,-7
CCC(=O)Nc1ccc(Nc2ccccc2)cc1,-9,11,3,102,-6,-1,101,-6,-28,103,-13
CCOC(=O)C(Cc1ccccc1)C(=O)Nc1ccccc1C (centres undefined),-12,.,0,102,-5,-1,100,0,-5,99,-14
C/C(=N\NS(=O)(=O)c1ccc(Cl)c([N+](=O)[O-])c1)c1cc2ccccc2o1,1,11,2,103,-3,1,102,-2,-19,101,-14

Structural class: the entries above with an NH in an aromatic ring
molecule,Bim-Bcl-2,Mcl1-Noxa inh,Bim-Bcl-W,RGS7-Gao,Bcl-B Bim block,Mcl-1 Bim block,RGS4-Gao reg,Bcl-XL Bim block,Mcl1-Bid inh,RGS8-Gao,Bfl-1 Bim block
CNc1[nH]ncc1[N+](=O)[O-],-7,-8,0,103,-3,0,104,-3,-11,107,-10
COc1ccc(CN(Cc2cc3cccc(C)c3[nH]c2=O)C(=O)N(C)C)cc1,-1,-10,1,94,2,2,99,0,-5,95,0
Cc1ccc(C)c2[nH]c(=O)c(CCNC(=O)c3ccco3)cc12,0,3,1,98,-4,0,103,-3,-10,106,-3

Source: PubChem BioAssay (several laboratories)
